# Screens: PubChem BioAssay, several laboratories
# FXIa inh: human FXIa protease inhibitors, primary screen, biochemical, 1536-well | inhibition, % at 5 µM | hit rate 0.14% among 220,000 | purified FXIa, Boc-Glu-Ala-Arg-AMC fluorogenic substrate | Coagulation factor XI (Homo sapiens), P03951;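 active = inhibition of at least 40%; inactive = inhibition below 40%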;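 also: fluorescence of freed AMC excited at 355 nm; 0% = enzyme without compound and 100% = no enzyme blank; many of its hits are not listed in these tables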
# eIF4E 4G PPI: eIF4E–eIF4G protein interaction inhibitors, primary screen, biochemical, uHTS, TR-FRET, eIF4GI fragment; Eukaryotic translation initiation factor 4E (Mus musculus) + Eukaryotic translation …; TR-FRET eIF4E-eIF4GI(517-606) binding, 2 h; inhibition, % at 21.7 µM; hit rate 0.37% among 220,000; AID 782, 2007;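 active = inhibition above about 30%, limit read from the data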;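 also: 0% = full FRET control wells and 100% = background wells lacking eIF4GI fragment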
# Target sequence (P63073 whole entry, looked up, the tested form may be a part): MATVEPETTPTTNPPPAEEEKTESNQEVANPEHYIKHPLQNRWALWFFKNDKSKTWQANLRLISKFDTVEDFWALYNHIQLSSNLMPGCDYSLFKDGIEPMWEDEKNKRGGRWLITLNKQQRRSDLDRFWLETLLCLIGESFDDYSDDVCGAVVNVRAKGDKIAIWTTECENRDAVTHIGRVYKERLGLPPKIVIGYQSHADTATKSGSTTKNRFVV
# Target sequence (Q04637 whole entry, looked up, the tested form may be a part): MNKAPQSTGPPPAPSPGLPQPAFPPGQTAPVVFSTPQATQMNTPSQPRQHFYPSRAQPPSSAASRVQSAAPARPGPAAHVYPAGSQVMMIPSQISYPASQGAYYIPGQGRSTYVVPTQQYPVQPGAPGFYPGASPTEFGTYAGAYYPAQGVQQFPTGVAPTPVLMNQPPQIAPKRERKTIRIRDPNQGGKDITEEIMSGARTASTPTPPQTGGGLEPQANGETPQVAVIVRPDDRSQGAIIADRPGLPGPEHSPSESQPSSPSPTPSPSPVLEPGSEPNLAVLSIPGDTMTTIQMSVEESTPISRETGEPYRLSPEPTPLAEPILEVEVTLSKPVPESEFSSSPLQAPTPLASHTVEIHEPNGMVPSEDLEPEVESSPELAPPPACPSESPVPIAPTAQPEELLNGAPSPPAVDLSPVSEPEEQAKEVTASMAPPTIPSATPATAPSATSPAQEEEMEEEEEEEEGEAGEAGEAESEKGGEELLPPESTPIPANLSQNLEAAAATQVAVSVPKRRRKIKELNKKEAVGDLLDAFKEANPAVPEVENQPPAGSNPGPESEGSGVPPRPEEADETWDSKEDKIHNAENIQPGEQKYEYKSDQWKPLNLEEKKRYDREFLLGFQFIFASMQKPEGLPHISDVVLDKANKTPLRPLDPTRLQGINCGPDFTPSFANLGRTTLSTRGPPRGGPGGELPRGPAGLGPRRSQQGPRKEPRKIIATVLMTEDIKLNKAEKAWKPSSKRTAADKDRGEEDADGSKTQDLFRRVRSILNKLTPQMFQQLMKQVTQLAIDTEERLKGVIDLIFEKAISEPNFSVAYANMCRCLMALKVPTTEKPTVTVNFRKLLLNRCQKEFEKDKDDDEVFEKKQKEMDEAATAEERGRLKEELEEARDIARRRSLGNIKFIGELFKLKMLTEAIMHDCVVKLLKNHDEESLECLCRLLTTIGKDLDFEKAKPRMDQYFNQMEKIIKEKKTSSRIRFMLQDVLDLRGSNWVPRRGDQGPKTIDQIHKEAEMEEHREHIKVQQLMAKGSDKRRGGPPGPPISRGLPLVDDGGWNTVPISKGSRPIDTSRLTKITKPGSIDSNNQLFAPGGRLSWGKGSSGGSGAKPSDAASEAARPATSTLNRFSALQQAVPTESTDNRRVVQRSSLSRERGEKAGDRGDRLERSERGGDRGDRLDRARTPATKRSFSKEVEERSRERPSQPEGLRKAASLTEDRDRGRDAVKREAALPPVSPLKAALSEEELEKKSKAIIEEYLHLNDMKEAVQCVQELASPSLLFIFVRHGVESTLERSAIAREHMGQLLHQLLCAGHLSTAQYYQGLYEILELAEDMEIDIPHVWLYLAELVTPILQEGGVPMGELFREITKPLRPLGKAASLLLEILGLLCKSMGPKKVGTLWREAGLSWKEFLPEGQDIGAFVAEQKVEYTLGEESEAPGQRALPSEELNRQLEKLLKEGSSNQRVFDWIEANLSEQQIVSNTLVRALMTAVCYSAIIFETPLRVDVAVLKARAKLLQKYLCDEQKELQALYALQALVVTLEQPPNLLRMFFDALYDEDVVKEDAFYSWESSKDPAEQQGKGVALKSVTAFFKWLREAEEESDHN
# p97 ATPase inh: inhibitors of human p97 ATPase, primary screen, biochemical; recombinant p97 ATPase, Kinase-Glo ATP luminescence, 3 h; inhibition, % at 8 µM; Transitional endoplasmic reticulum ATPase (Homo sapiens), P55072; hit rate 0.42% among 220,000; in the data active = inhibition above about 15%;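 also: 0% = DMSO vehicle and 100% = wells lacking enzyme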
# 14-3-3 Bad PPI: inhibitors of 14-3-3 zeta/Bad binding, primary screen, biochemical, TR-FRET, bovine 14-3-3 zeta. TR-FRET 14-3-3zeta/Dy647-pBad peptide displacement, 1 h. hit rate 0.71% among 220,000. 14-3-3 protein zeta/delta (Bos taurus), P63103. inhibition, % at 21.7 µM;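 active = inhibition above about 70%, limit read from the data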;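 also: 0% = full 14-3-3 plus peptide FRET controls and 100% = background without 14-3-3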
# FXIIa inh: human FXIIa protease inhibitors, primary screen, biochemical, 1536-well; purified FXIIa, Boc-QGR-AMC fluorogenic substrate, 2 h; Coagulation factor XII (Homo sapiens), P00748; hit rate 0.3% among 220,000; inhibition, % at 5 µM; in the data active = inhibition above about 40%;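 also: 0% = enzyme with no compound and 100% = blank without enzyme; many of its hits are not listed in these tables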
# Rad51 HR inh: human RAD51 strand exchange inhibitors, primary screen, biochemical, fluorescence; hRad51 DNA strand exchange, fluorescence dequenching; inhibition, % at 10 µM; hit rate 0.085% among 200,000;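 active = inhibition above 40% at the single screening dose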;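 also: 0% = DMSO control wells and 100% = blanks with heterologous ssDNA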
#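 Read-out basis: percent inhibition relative to plate controls and blanks / Assay system: human Rad51 nucleoprotein filaments preassembled on unlabelled ssDNA / Timing: filaments 15 min 37 °C, then compound 30 min / Control set: per-plate controls and blanks / Technique: fluorescence dequenching at 485/520 nm / Compound: 10 µM final, single point / Also added: Fluorescein- and BHQ1-tagged 47-mer duplex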
# Mdm2 ligase inh: MDM2-luciferase reporter signal enhancers, primary screen, MDM2 E3 ligase inhibitor project, cell-based, luminescence, 1536-well | AID 1230, 2008 | E3 ubiquitin-protein ligase Mdm2 (Homo sapiens), Q00987 | signal enhancement, % at 5 µM | cell-based MDM2 ubiquitination luciferase reporter, 2 h; 0 = plate control, 100 = twice control, blank-subtracted | hit rate 0.11% among 210,000;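 active = signal enhancement of 30% or more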;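 also: luminescence tracks abundance of the self-degrading MDM2-luciferase fusion protein; higher signal means inhibition of MDM2 E3 ligase activity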
#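 Timing – 2 h compound exposure at 37 °C · Assay system – mammalian cells stably expressing self-ubiquitinating, self-degrading MDM2 E3–luciferase fusion · Amount – 2000 cells seeded into each well · Measure – % luminescence enhancement versus blank-corrected plate control mean · Measured by – SteadyLite luminescence, 15 min reagent step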
# KLK5 inh: human KLK5 protease inhibitors, primary screen, biochemical, 1536-well; Kallikrein-5 (Homo sapiens), Q9Y337; recombinant hK5, fluorogenic AMC substrate cleavage; inhibition, % at 5 µM; hit rate 0.59% among 210,000; AID 873, 2007;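 active = inhibition of 40% or more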;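 also: 0% = enzyme controls without compound and 100% = no-enzyme blanks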
# Wee1 degr inh: Wee1 degradation inhibitors, primary screen, cell-based, HeLa, Wee1K328M-luciferase, luminescence; Wee1-like protein kinase (Homo sapiens), P30291; HeLa Luc-Wee1K328M stability; 100% = proteasome inhibitor MG132 effect; reporter increase, % at 5 µM; hit rate 1.2% among 220,000; AID 1321, 2008;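 active = activation above the mean of all tested compounds plus 3 SD, set per screening run, cut at about 8.8% in these data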;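 also: cells exposed to compound for 20 h before luminescence read; 0% = DMSO alone and 100% = MG132 at 30 µM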
# * hit, by the source's call; x = not tested or not shown; [ ] = remark or other dose.
SMILES,FXIa inh,eIF4E 4G PPI,p97 ATPase inh,14-3-3 Bad PPI,FXIIa inh,Rad51 HR inh,Mdm2 ligase inh,KLK5 inh,Wee1 degr inh
O=C(CN(C1CCCCC1)S(=O)(=O)c1ccc(F)cc1)NCCCO,6,-1,3,1,-5,1,12,-2,-1
O=C(c1coc2ccc(O)cc12)C1CC1,-7,4[fluorescence artefact?],0,-9[fluorescence artefact?],4,-16,x,-6,-2
COC(=O)c1sc(NC(=O)CSc2n[nH]c(N)n2)c(C(=O)OC)c1C,-3,-3,4,-8,0,0,-16,-5,-1
Cc1ccc(-c2noc(=O)n2CC(=O)Nc2ccc(S(=O)(=O)NC3CC3)cc2)cc1,3,13,2,-14,9,9,-13,-23,2
Cc1ccc(NC(=O)c2c(C(F)(F)F)nn(C)c2Cl)cc1C,3,-8,-2,3[fluorescence artefact?],-8,3,-6,-1,0
Cc1ccccc1-c1nnc(Cc2ccccc2)o1,10,18[fluorescence artefact?],-1,-2,16,-10,-2,-10,7
CCOC(=O)C1=C(CS(=O)(=O)c2ccccc2)NC(=O)NC1c1ccc(OC)c(OC)c1 (configuration not stated),-1,-1,2,1,10,15,-5,2,-3
COc1ccc(CCNC(=O)CCC2COc3ccccc3O2)cc1OC (configuration not stated),16,6,-6,0,24,-3,-19,-13,-1
CCCCNC(=O)CCCCCn1c(=O)[nH]c2cc(C(=O)OC)ccc2c1=O,-1,-1,1,12,9,x,-5,2,0
Cc1c(C(=O)Nc2ccc(Br)cc2)cnn1C,6,8,-1,-19[fluorescence artefact?],16,6,-4,-23,7
Cc1cccc2c1OCC/C2=N\NC(=O)COc1ccccc1Cl,2,-1,-2,-4,4,4,-32,-2,-1
COCCNc1nc(SCc2ccccc2)nc2sc3c(c12)CCC3,3,-1,0,-10,-1,-3,2,-9,-1
CC(C)(C)C(=O)CSc1nnc(-c2cccs2)n1CC1CCCO1 (configuration not stated),-6,x,-1,x,-5,6,-9,1,2
COc1ccccc1OC(=O)CN1C(=O)c2ccccc2C1=O,-7,0,0,-15,17,-5,-8,-24,-1
CNC(=S)N1CCN(CCNC2=CC(=O)CC(C)(C)C2)CC1,0,2,1,-18,4,11,-10,-4,-4
COC(=O)CSCC(=O)Nc1nnc(-c2cccc(C)c2)s1,1,-1,-1,-12,14,-12,-5,4,2
C/C(=N\O)C1CCCCC1,-3,0,6,2,6,8,-8,-2,7
NNC(=O)c1ccc2[nH]c3c(c2c1)CCCC3,-3,2,3,-2,5,x,-23,14,-2
Cc1cccc(N2C(=O)CC(Sc3nc(C)c4c(n3)CCCC4)C2=O)c1 (configuration not stated),5,1,1,-12,15,2,2,0,-3
CC1=C(C#N)C(Nc2ccc(Cl)cn2)(C(F)(F)F)C(=O)N1 (configuration not stated),2,-4[fluorescence artefact?],3,2,20,0,6,2,-1
CN(/N=C\c1ccc(O)c(O)c1)c1nc(-c2ccccc2)cc(-c2ccccc2)n1,19,4[fluorescence artefact?],3,-5[fluorescence artefact?],10,15,-2,-7,-2
COc1ccc(OCC2c3cc(OC)c(OC)cc3CCN2C(=O)C(C)C)cc1 (configuration not stated),-2,-7,4,-11,3,6,-7,-2,-3
Cc1ccc(S(=O)(=O)N(C)CC(=O)OCC(=O)N2CC(=O)Nc3ccccc32)cc1,-3,2,3,-3,2,-9,-13,3,-2
Cc1cc(-c2ccccc2)nc(N2CCC(C(=O)NCc3ccccc3Cl)CC2)n1,4,1,-4,-5,14,3,2,-9,3
COc1ccccc1C1C(C(C)=O)=C(O)C(=O)N1CCc1ccccc1 (configuration not stated),-7,7,0,17,3,-5,-13,-2,7
OCCNc1ccc(Cl)cc1,-2,9[fluorescence artefact?],5,-7,11,-2,-16,2,-3
Cc1ccc(OCC(=O)Nc2ccc(Cl)cc2)c(-n2nc3ccccc3n2)c1,7,-27,3,4,10,-5,4,-15,1
CC(=O)C(=[N+]=[N-])C(=O)NCc1ccccc1,4,-2[fluorescence artefact?],3,7[fluorescence artefact?],11,10,-5,7,7
O=C(N/N=C/c1c[nH]c2ccccc12)c1cccs1,25,-5,14,-6,5,15,-17,-5,1
COc1cc([N+](=O)[O-])ccc1NC(=O)Nc1nc2c(s1)CCCC2,5,-2,4,-3,15,-11,-9,-2,5
Cc1ccc(-n2nnc3c(=O)n(Cc4cccc(C)c4)cnc32)cc1,-3,-1,0,11,5,1,-1,-3,-1
Cn1c(SCC(=O)NC(C)(C)C)nnc1-c1ccc(C(C)(C)C)cc1,17,3,-7,-7,9,2,-11,42*,2
CCN1CCN(c2nc(-c3cccnc3)nc3ccccc23)CC1,2,2,-7,26,15,7,-11,-1,-4
Brc1ccc(OCCCN2CCOCC2)cc1,2,-3,0,68,13,-8,-15,3,-3
CCC(=O)N1CCCc2cc(S(=O)(=O)N3CCC(N4CCCCC4)CC3)ccc21,-11,2[fluorescence artefact?],3,-10[fluorescence artefact?],-2,0,-6,3,-1
O=S1(=O)N=C(SCCO)c2ccccc21,-3,10,4,40[fluorescence artefact?],5,14,-16,-17,0
CCC(C)(C)NC(=O)C(c1cccn1C)N(Cc1ccccc1)C(=O)Cn1nnc2ccccc21 (configuration not stated),-6,-23,6,3[fluorescence artefact?],4,1,-15,-28,2
CC(=O)n1c2c(c3ccccc31)OC(N)=C(C#N)C2c1cccc(Cl)c1Cl (configuration not stated),-13,2,10,19,9,-9,-15,-4,-1
CN(C)c1ccc(/C=N/NC(=O)CSc2ccccn2)cc1,2,4,7,-8,2,17,-5,-2,4
CC(=O)C1=C(O)C(=O)N(Cc2cccnc2)C1c1ccc(C(C)C)cc1 (configuration not stated),-1,-1,-2,0,9,2,3,4,-2
Cc1cc(C)nc(SCc2nnc(SCC(=O)N3CCCc4ccccc43)o2)n1,0,0,-7,-3,10,7,-1,-9,-2
Cn1c(=O)oc2cc(S(=O)(=O)NC3CCCc4ccccc43)ccc21 (configuration not stated),7,-1,-1,12,8,0,-9,-6,1
COc1ccccc1-c1cn[nH]c1-c1ccc(OCc2ccc([N+](=O)[O-])cc2)cc1O,-1,-8,8,-8,7,9,x,-2,-1
COc1ccc(S(=O)(=O)N2CCOC2CNC(=O)C(=O)NCc2ccco2)cc1 (configuration not stated),-1,-9,3,0,8,x,7,-1,-2
CCOc1ccc(CCNC(=O)C2CCCN(c3nnc(-n4cccc4)s3)C2)cc1OCC (configuration not stated),1,-2,-8,-10,12,-1,-14,-27,1
O=C(CN(C(=O)Cn1nnc(-c2ccc(F)cc2)n1)c1ccc(F)c(Cl)c1)NCC1CCCO1 (configuration not stated),2,0,-5,-4,1,-16,1,4,3
CCOC(=O)/C(C#N)=C/Nc1cc(OC)ccc1OC,9,2,-1,8,7,25,-4,1,5
CN(Cc1ccccc1)c1nnc(N)s1,1,-1,6,-4,8,x,x,-10,0
Fc1ccc2[nH]c3c(N4CCN(C5CCCCC5)CC4)ncnc3c2c1,17,0,4,2,26,x,-15,-15,-3
COc1ccc(-c2nnc(-c3cccnc3)o2)cc1OC,4,2,0,11,13,-6,-4,-14,-2
Cc1ccccc1-c1nc(CN2CCC(C(=O)NCC3CCCO3)CC2)c(C)o1 (configuration not stated),-5,-4,-1,-8,10,-32,-20,-16,0
Cc1csc(NC(=O)CCN2C(=O)c3ccccc3S2(=O)=O)n1,-4,1,3,2,0,5,14,3,0
COc1ccc([N+](=O)[O-])cc1NC(=O)Nc1cccc(Cl)c1,5,2,-1,9,6,x,-18,2,5
CN(c1cccnc1)c1ncnc2[nH]ncc12,2,6,8,-17,7,18,1,0,3
O=C(/C=C/c1ccc(Cl)cc1)NCc1cccs1,-2,1[fluorescence artefact?],-2,-7,6,1,-8,-18,-2
CC(=O)Nc1sc(C)c(C)c1CN1CCN(S(=O)(=O)c2ccccc2)CC1,4,-15,1,-14,10,4,-10,-13,0
COC(=O)c1oc2ccc(Br)cc2c1NC(=O)CCN1CCOCC1,3,-2,14,-14,12,0,-31,-14,-2
COc1ccccc1NC(=O)c1ccc(NC(=O)c2cc3c(s2)CCC3)cc1,-7,41*,-2,79*[fluorescence artefact?],0,3,-10,-5,1
CC(=O)c1cccc(CN2CCCC(CCC(=O)NCc3ccc(F)c(F)c3)C2)c1 (configuration not stated),-1,-2,2,-5,8,11,0,0,-2
Cc1cc(S(=O)(=O)N2CCN(c3ccccc3C)CC2)ccc1F,-5,0,-5,-7,6,0,-7,-26,0

# 5 of the compounds above, bar-delimited.
mol | FXIa inh | eIF4E 4G PPI | p97 ATPase inh | 14-3-3 Bad PPI | FXIIa inh | Rad51 HR inh | Mdm2 ligase inh | KLK5 inh | Wee1 degr inh
COc1ccc(S(=O)(=O)N2CCOC2CNC(=O)C(=O)NCc2ccco2)cc1 (configuration not stated) | -1 | -9 | 3 | 0 | 8 | x | 7 | -1 | -2
CCOc1ccc(CCNC(=O)C2CCCN(c3nnc(-n4cccc4)s3)C2)cc1OCC (configuration not stated) | 1 | -2 | -8 | -10 | 12 | -1 | -14 | -27 | 1
O=C(CN(C(=O)Cn1nnc(-c2ccc(F)cc2)n1)c1ccc(F)c(Cl)c1)NCC1CCCO1 (configuration not stated) | 2 | 0 | -5 | -4 | 1 | -16 | 1 | 4 | 3
CCOC(=O)/C(C#N)=C/Nc1cc(OC)ccc1OC | 9 | 2 | -1 | 8 | 7 | 25 | -4 | 1 | 5
CN(Cc1ccccc1)c1nnc(N)s1 | 1 | -1 | 6 | -4 | 8 | x | x | -10 | 0

# (list continues)
SMILES,FXIa inh,eIF4E 4G PPI,p97 ATPase inh,14-3-3 Bad PPI,FXIIa inh,Rad51 HR inh,Mdm2 ligase inh,KLK5 inh,Wee1 degr inh
O=C(O)c1cc(NS(=O)(=O)c2ccc(NC3CCCCC3)c([N+](=O)[O-])c2)cc(C(=O)O)c1,-1,-1,6,4,6,5,-3,1,2
COC(=O)c1ccc(C(C(=O)NC2CCCCC2)N(Cc2ccc(F)cc2)C(=O)Cc2cccs2)cc1 (configuration not stated),9,7[fluorescence artefact?],-1,-11,16,8,-3,-16,0
CC(C)CNC(=O)c1cc([N+](=O)[O-])ccc1N1CCCCC1,5,-1,0,-6[fluorescence artefact?],9,11,-16,-25,-3
CCCN(CCC)CC(O)Cn1c2ccccc2c2ccccc21 (configuration not stated),0,2,1,-14,9,18,-7,-2,2
Cc1ccc(S(=O)(=O)N2CCOCC2)cc1C(=O)Nc1ccc(-c2cn3ccsc3n2)cc1,-16,-25[fluorescence artefact?],17*,-9[fluorescence artefact?],-10,5,-13,-3,1
